HT1080 cytotoxicity – cytotoxicity in HT1080 fibrosarcoma cells, cell-based, fluorescence readout (AID 620); 0.42% of 87,000 active; one-dose cytotoxicity, % at 10 µM; EC50 in µM for titrated hits; HT1080 viability, fluorescence; higher % means a stronger effect; in the data active = cytotoxicity above about 50%;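 note: cells exposed to compound overnight then 4 h with Alamar Blue; 0% = vehicle DMSO and 100% = killing control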
Active calls of the source: *. Some of the compounds tested; the hit share may differ from the screen's.

SMILES | HT1080 cytotoxicity
c1ccc(-c2nc3ccccn3c2NCc2ccc3c(c2)OCO3)cc1 | -30%
CCNS(=O)(=O)c1ccc(NC(=O)c2ccccc2)cc1 | 20%
CCCCOC(=O)Nc1nc2ccccc2s1 | -26%
COC(=O)c1cccc(S(=O)(=O)N2CCOCC2)c1 | 23%
CCCCN1C=C(C(=O)OC)C(c2ccccc2C(F)(F)F)C(C(=O)OC)=C1 | 4%
O=C(c1ccco1)N1CCN(S(=O)(=O)c2ccc(Cl)s2)CC1 | -11%
CC(C)(C)C(=O)Nc1ccc(Oc2ccc3c(c2)C(=O)N(c2ccc(O)cc2)C3=O)cc1 | -22%
NC(=O)c1cn(-c2ccccc2)nc1-c1cc2ccccc2oc1=O | 4%
CCCCC(=O)Nc1nnc(SCC(=O)NC2CCCC2)s1 | -16%
COc1ccc(C2NC(=O)NC(C)=C2C(=O)OCc2ccc3c(c2)OCO3)cc1OC (centres undefined) | 4%
CCn1c(C)c2c([n+]1CC)CC(C)(C)CC2=O | 11%
Cc1ccc(-n2c(SCC(=O)Nc3ccc4c(c3)OCO4)nnc2-c2ccccn2)cc1 | -6%
CCOC(=O)CSc1nc2ccc(S(=O)(=O)N3CCOCC3)cc2[nH]1 | -3%
O=C(CSc1nncn1-c1ccccc1)NCc1cccs1 | 8%
C=CCn1c(=O)c2ccccc2n2c(SCc3nc4ccccc4s3)nnc12 | -8%
C/C(=N/Oc1nc(C)cc(C)n1)c1ccccc1 | 7%
COc1cccc(CC2CC(=O)N(CCc3ccc4c(c3)OCO4)C2=O)c1 (centres undefined) | -4%
COc1cccc(/C=N/Nc2snc(SC)c2C#N)c1O | 10%
O=C(Nc1ccc(C(=O)N2CCCC2)cc1)c1ccc2c(c1)OCO2 | 19%
Cc1ccc(NC(=O)Nc2ncccc2C)cc1 | -8%
CCCCc1nc2ccccc2c(NC(=O)CN(CC)CC)c1CCC | -21%
O=C(CN1C(=O)NC2(CCCCCCC2)C1=O)N1CCc2ccccc2C1 | 30%
S=C1NC(c2ccccc2)=NCN1c1ccc(Cl)cc1 | -4%
CN1CCN(/C=N/C2=C(C#N)C(c3ccccc3)C3=C(CC(C)(C)CC3=O)O2)CC1 (centres undefined) | -5%
CCOC(=O)c1ccc(N/C=C/C(=O)c2ccco2)cc1 | -10%
CCN(C(=O)COC(=O)c1ccc(OCc2c(C)noc2C)cc1)c1ccccc1 | 15%
CC(=O)Nc1ccc(S(=O)(=O)NCCc2ccc(F)cc2)cc1 | -7%
CC(C)(C)c1cc(C(C)(C)C)cc(S(=O)(=O)CCc2ccccn2)c1 | -17%
COc1ccccc1NC(=O)N1CCC(c2nc3cc(C)c(C)cc3[nH]2)CC1 | 73%*
CCCCOC(=O)Nc1cccc(Cl)c1C | -10%
Cc1cc(/C=C(\C#N)C(=O)NCc2ccco2)c(C)[nH]1 | 6%
COc1ccc(/C=C/C(=O)NC(=S)NNC(=O)c2ccco2)cc1 | 4%
CN(C)C(=O)c1ccc2c(c1)n(C)c(=O)n2C | -8%
O=C(OC1CCS(=O)(=O)c2sccc21)c1ccccc1 (centres undefined) | -7%
COc1ccc(CN2CCn3ncc(C(=O)Nc4cc(C)cc(C)c4)c3C2=O)cc1 | 2%
Cc1cc(C(C#N)c2cccc(Cl)c2)n2ncnc2n1 (centres undefined) | 20%
COC(=O)c1c(O)c2ccccc2[nH]c1=O | 21%
COc1cc(N2CCCC2)c(OC)cc1/C=C(/C#N)c1cccc(Br)c1 | -23%
Cc1ccccc1C1NS(=O)(=O)N=C1N (centres undefined) | 3%
CC(=O)Nc1sc2c(c1C(c1ccc(Cl)cc1)N1CCOCC1)CCCC2 (centres undefined) | -17%
COC(=O)[C@@]1(Cc2ccc(F)cc2)[C@H]2c3cc(C(=O)N(C)C)n(CCc4ccc(O)c(O)c4)c3C[C@H]2CN1C(=O)c1ccccc1 | -15%
CN(C)c1nc(N(C)C)nc(N2CCCCC2)n1 | 0%
O=C(NCCc1ccc(Cl)cc1)C1CCC(=O)N1Cc1ccccc1Cl (centres undefined) | 3%
Cc1ccc(C)n1NC(=O)c1ccc(Cl)cc1 | 2%
COc1ccccc1CN(Cc1nc2ccccc2c(=O)[nH]1)S(=O)(=O)c1ccc2ccccc2c1 | -5%
O=C(c1ccc2snnc2c1)N1CCCCC1 | 1%
COC(=O)c1ccccc1NC(=O)CSc1nnc(-c2ccc(OC)cc2)n1C | -8%
CCOC(=O)C1=C(C)N(CCCCCC(=O)O)C(=O)NC1c1ccc([N+](=O)[O-])cc1 (centres undefined) | 4%
CCN(CC)C(=O)c1ccc(S(=O)(=O)N2CCC(c3nc4ccccc4s3)CC2)cc1 | 6%
C=CCc1cccc(Cl)c1OCCON1C(=O)CCC1=O | -10%
COc1ccccc1NC(=S)NNC(=O)c1ccc(Cl)cc1Cl | -4%
O=C(CSc1ccc2ccccc2c1)Nn1cnnc1 | 19%
COC(=O)c1ccc(Cl)c(NC(=O)CN2CCC(C)CC2)c1 | -5%
COC(=O)CCS(=O)(=O)c1nc(-c2ccccc2)cc(C(F)(F)F)n1 | 2%
Cc1sc2ncnc(NCC3CCCO3)c2c1C (centres undefined) | -7%
O=C(Nc1ccc(N2CCOCC2)c(Cl)c1)c1ccccc1F | 10%
COC(=O)C1=C(C)NC(=O)C1(NS(=O)(=O)c1ccc(NC(C)=O)cc1)C(F)(F)F (centres undefined) | -6%
O=C(CSc1nnc(Cc2cccs2)n1-c1ccc(Cl)cc1)NCc1ccc2c(c1)OCO2 | -3%
COC(CNc1cc(=O)oc2ccccc12)OC | 6%
COc1cccc(C(=O)Nc2cccnc2)c1 | 12%

3 of the compounds above, with tabs.
molecule	HT1080 cytotoxicity
COC(=O)c1ccc(Cl)c(NC(=O)CN2CCC(C)CC2)c1	-5%
COc1ccccc1CN(Cc1nc2ccccc2c(=O)[nH]1)S(=O)(=O)c1ccc2ccccc2c1	-5%
O=C(c1ccc2snnc2c1)N1CCCCC1	1%

Random excerpt: six records from the list
SMILES | HT1080 cytotoxicity
O=C(CSc1ccc2ccccc2c1)Nn1cnnc1 | 19%
CCN(C(=O)COC(=O)c1ccc(OCc2c(C)noc2C)cc1)c1ccccc1 | 15%
O=C(c1ccc2snnc2c1)N1CCCCC1 | 1%
NC(=O)c1cn(-c2ccccc2)nc1-c1cc2ccccc2oc1=O | 4%
CC(C)(C)c1cc(C(C)(C)C)cc(S(=O)(=O)CCc2ccccn2)c1 | -17%
Cc1ccc(C)n1NC(=O)c1ccc(Cl)cc1 | 2%

Next part.
SMILES | HT1080 cytotoxicity
COc1ccc(S(=O)(=O)N2CCN(CCC(=O)Nc3ccc(F)cc3)CC2)cc1 | -2%
Cc1ccc(OS(=O)(=O)c2ccccc2)c(/C=N/N=C2\NC(=O)C(C)S2)c1 (centres undefined) | 4%
CCOc1ccc2nc(SCC)[nH]c2c1 | 15%
Cc1ccc(OCCCCn2cnc3ccccc32)c(C)c1 | -16%
Cc1c(NC(=O)C2C3C=CC(C3)C2C(=O)O)c(=O)n(-c2ccccc2)n1C (centres undefined) | -7%
CC1CCc2c(sc3nc4n(c(=O)c23)CCS4)C1 (centres undefined) | -1%
COc1cccc(C2=CC(c3cccs3)n3nnnc3N2)c1 (centres undefined) | -3%
COC(=O)C(C)(C)NC(=O)c1cccs1 | -2%
O=C(NCc1ccco1)c1nn2c(C(F)(F)F)cc(-c3cccs3)nc2c1Cl | 21%
COc1ccc(OCc2nnc(SCC(=O)N3CCCc4ccccc43)n2-c2ccc(C)cc2)cc1 | 3%
CCCCCCCCC(=O)N/N=C(\C)c1cccnc1 | -14%
O=C(c1ccc(Br)o1)N1CCN(c2ncccn2)CC1 | 11%
COc1ccc(N=C2C(=Nc3ccc(OC)cc3)N(c3ccc(OC)cc3)C(=S)N2C(=O)c2ccc(OC)cc2)cc1 | -6%
CCC(C)[C@H](NC(=O)N1CCCC1)C(=O)OC (some centres undefined) | -1%
CCCC(=O)OC1CC(C)N(C(=O)c2ccccc2)c2ccc(C)cc21 (centres undefined) | -6%
CCN(C(=O)CSc1nnc(Cc2ccccc2F)n1N)C1CCS(=O)(=O)C1 (centres undefined) | 17%
CN1C(=O)CC(N2CCC(C(N)=O)CC2)C1=O (centres undefined) | 1%
COc1ccc(-n2c(SCC(=O)Nc3sc4c(c3C#N)CCCC4)nnc2-c2ccc(O)cc2)cc1 | 0%
Cc1cc(NC(=O)/C=C/c2ccccc2)no1 | 11%
O=C(CCc1ccccc1)Nc1ccc(F)cc1F | 7%

Overlap with the part before: four entries, followed by the next part.
SMILES | HT1080 cytotoxicity
CN1C(=O)CC(N2CCC(C(N)=O)CC2)C1=O (centres undefined) | 1%
COc1ccc(-n2c(SCC(=O)Nc3sc4c(c3C#N)CCCC4)nnc2-c2ccc(O)cc2)cc1 | 0%
Cc1cc(NC(=O)/C=C/c2ccccc2)no1 | 11%
O=C(CCc1ccccc1)Nc1ccc(F)cc1F | 7%
Fc1cc(F)cc(-c2oncc2-c2nnnn2-c2ccccc2)c1 | -6%
CCOC(=O)N1CCN(C(=O)c2ccc3c(=O)n(Cc4ccccc4OC)c(=S)[nH]c3c2)CC1 | -14%
CC(C)(C)CNC(CO)C12CC3CC(CC(C3)C1)C2 (centres undefined) | -10%
Cc1ccc(CSCC(Nc2ccc(C(=O)O)cc2[N+](=O)[O-])C(=O)O)cc1 (centres undefined) | -6%
O=C(Oc1ccc(N2C(=O)CCC2=O)cc1)c1ccccc1 | -2%
O=C(NCc1ccncc1)C1CCN(S(=O)(=O)Cc2ccccc2)CC1 | 10%
CC(C)n1c(-c2cccs2)nc2ccccc21 | 10%
CS(=O)(=O)N1CCN(c2ccccc2NC(=O)C(c2ccccc2)c2ccccc2)CC1 | -13%
CC(C)Oc1ccc(C2CC(=O)N(c3ccccc3)C2=O)cc1 (centres undefined) | 7%
CCCNC(=O)COC(=O)c1[nH]c(C)c(C(=O)OCC)c1C | -4%
Cc1ccc(S(=O)(=O)n2cc(-c3ccccc3)c(N)n2)cc1 | 22%
CCOC(=O)C1CCCC(NS(=O)(=O)c2ccc(NC(C)=O)cc2)C1 (centres undefined) | 7%
S=C1NC2=C(CCCC2)C2(CCCCC2)N1 | 11%
COC(=O)/C(=C\Nc1cccc(Cl)c1C)c1ncc(C(F)(F)F)cc1Cl | 3%
COc1ccc2c(=O)c(-c3ccccc3C)c(C)oc2c1 | -5%
CC(C)Oc1nnnn1-c1ccccc1 | -11%
COCCNC(=O)[C@H](C)/C=C/C(NC(=O)OCc1ccccc1)c1ccc(C(=O)OC)cc1 (some centres undefined) | 6%
COc1ccc(C(CC(=O)c2ccccc2)C2CCCCC2=O)cc1 (centres undefined) | 11%
Cc1cccc(C)c1NC(=O)CN(C)CC(=O)Nc1cc(Cl)ccc1C#N | -6%
CC(=O)NNC(=O)c1ccncc1 | -12%
CCCCCOc1ccc(NC(=O)C(=O)NCCC2=CCCCC2)cc1 | -20%
O=C(CSc1ncccn1)Nc1ccc(S(=O)(=O)N2CCCCC2)cc1 | 26%
COc1ccc(N2C(=O)CC(n3cnc4ccccc43)C2=O)cc1 (centres undefined) | 9%
COC(=O)c1cn(CCOc2ccccc2OC)c2ccccc12 | 0%
CC(=O)Nc1ccc(N2C(=O)CSC2c2c(F)cccc2Cl)cc1 (centres undefined) | 8%
CCN(CC)CCn1c(NCc2ccccn2)nc2ccccc21 | 12%
Cc1ccc(/C(O)=C2/C(=O)C(=O)OC2c2ccc(Cl)cc2)cc1 (centres undefined) | 3%
COc1ccc(-n2c(COc3cccc4ccccc34)nnc2SCC#N)cc1 | 7%
CCC/C=C(\CCC)C(NS(=O)(=O)c1ccc(-c2ccccc2)cc1)c1ccc(C(=O)OC)cc1 (centres undefined) | -4%
CC(=O)C1=C(O)C(=O)N(Cc2cccnc2)C1c1ccc(Cl)cc1 (centres undefined) | 5%
CC(Oc1ccc(Cl)cc1)C(=O)OCC(=O)Nc1ncc(Cl)cc1Cl (centres undefined) | 32%
CC(C)(C)CC(C)(C)NC(=O)CSCC(=O)Nc1ccc2ccccc2c1 | 0%
N=c1c2c(-c3ccccc3)c(-c3ccccc3)n(Cc3ccco3)c2ncn1Cc1ccccc1 | 12%
CCOc1cc(C2C(C(=O)N3CCOCC3)=C(C)NC3=C2C(=O)CCC3)ccc1O (centres undefined) | -17%
CN1CCN(S(=O)(=O)c2ccc(Br)c3nsnc23)CC1 | 12%
COCCN(CCOC)c1nc(S(=O)(=O)c2ccc(C)cc2)c(Cl)s1 | 20%
O=C(O)C(Cc1ccccc1)N1Cc2ccccc2C1=O (centres undefined) | 26%
O=C(c1cc2sccc2n1Cc1ccc(F)cc1)N1CCc2ccccc21 | 19%
Cc1nc(NC(C)c2ccccc2)c2c3c(sc2n1)CCC3 (centres undefined) | -14%
Cn1nnnc1SCC(=O)NCc1ccccc1 | -15%

As entered above:
Result for CC(=O)Nc1ccc(N2C(=O)CSC2c2c(F)cccc2Cl)cc1 (centres undefined) under HT1080 cytotoxicity: 8%
Result for CCOc1cc(C2C(C(=O)N3CCOCC3)=C(C)NC3=C2C(=O)CCC3)ccc1O (centres undefined) under HT1080 cytotoxicity: -17%

Next structures:
SMILES | HT1080 cytotoxicity
C=CCC(c1ccccc1F)N(CCN1CCOCC1)C(=O)Nc1cccc(Cl)c1 (centres undefined) | 18%
O=C(N1CCOCC1)C12CC3CC(C1)CC(c1ccccc1)(C3)C2 | -14%
O=C(CCS(=O)(=O)c1cccc2nsnc12)N1CCN(c2ccccc2F)CC1 | 32%
COC(=O)[C@@]1(Cc2ccc(F)cc2)[C@H]2c3cc(C(=O)N(C)C)n(CCCNc4ncc(C(F)(F)F)cc4Cl)c3C[C@H]2CN1C(=O)c1ccccc1 | -18%
